Y pestis TopoI: blocks Yersinia pestis topoisomerase I activity. Y. pestis Topo-I cleavage product accumulation, plate reader. actives 0.064% (n = 360,000). activity, % at 10 µM; in the data active = activity above about 50%, passing the limit was not always enough; inconclusive = no clear call, values can overlap the other calls; also: inactives centre near 2
BH1578 lux ind: induces V. cholerae light production without autoinducers; V. cholerae BH1578 lux reporter, luminescence, 6 h; activation, % at 18.7 µM; actives 0.16% (n = 350,000); AID 588436; in the data active = activation mostly above about 9.7%, no sharp cut-off; inconclusive = no clear call, values can overlap the other calls; inactive = mostly below about 3.7%; also: not every result past the cut was called active; inactives centre near 0; reference of the scale not given here
TcdB GH inh: TcdB glycohydrolase inhibition; P18177; TcdB glycohydrolase enzymatic assay, plate reader; inhibition, % at 9.99 µM; actives 0.24% (n = 350,000); AID 652162; in the data active = inhibition above about 10%
CCHFV vOTU inh: CCHFV vOTU protease inhibition; Pep-AMC fluorescence; inhibition, % at 11.5 µM; actives 0.55% (n = 370,000); in the data active = inhibition above about 30%; also: 0% = vehicle wells with enzyme and 100% = no enzyme wells
SARS 3CLpro inh: SARS-CoV 3CLpro protease inhibition; actives 0.14% (n = 290,000); recombinant SARS-CoV 3CLpro, quenched FRET peptide cleavage; inhibition, % at 6 µM; P0C6X7; in the data active = inhibition above about 12%
Anthrax LF prot: inhibitors of Bacillus anthracis lethal factor protease; P15917; AID 588501; multiplex microsphere protease cleavage assay, LF; actives 0.12% (n = 360,000); inhibition, % at 10 µM; also: plate controls were buffer without enzyme for full effect and enzyme alone for no effect
Target sequence (P15917 whole entry, looked up): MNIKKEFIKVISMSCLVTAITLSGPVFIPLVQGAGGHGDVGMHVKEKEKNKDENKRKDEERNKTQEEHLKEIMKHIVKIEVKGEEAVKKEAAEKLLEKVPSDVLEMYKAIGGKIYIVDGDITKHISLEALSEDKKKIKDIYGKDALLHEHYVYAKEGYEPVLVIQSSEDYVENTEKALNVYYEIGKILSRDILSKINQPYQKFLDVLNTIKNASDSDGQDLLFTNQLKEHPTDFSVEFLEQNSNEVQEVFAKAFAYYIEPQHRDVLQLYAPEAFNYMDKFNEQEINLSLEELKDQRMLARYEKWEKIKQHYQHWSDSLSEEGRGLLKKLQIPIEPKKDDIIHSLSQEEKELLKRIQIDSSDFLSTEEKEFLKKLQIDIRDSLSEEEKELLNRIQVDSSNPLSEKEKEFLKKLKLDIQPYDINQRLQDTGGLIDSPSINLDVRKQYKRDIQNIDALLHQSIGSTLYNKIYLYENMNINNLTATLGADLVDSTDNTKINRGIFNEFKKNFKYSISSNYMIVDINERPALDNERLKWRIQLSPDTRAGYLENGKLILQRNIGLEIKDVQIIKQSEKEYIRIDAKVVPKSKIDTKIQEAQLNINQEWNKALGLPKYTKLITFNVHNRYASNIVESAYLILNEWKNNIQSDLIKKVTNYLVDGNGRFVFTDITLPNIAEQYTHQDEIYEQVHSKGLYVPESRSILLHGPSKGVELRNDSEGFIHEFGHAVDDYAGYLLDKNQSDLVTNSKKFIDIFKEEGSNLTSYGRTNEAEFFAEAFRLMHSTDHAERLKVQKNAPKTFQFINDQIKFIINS
SSB-PriA inh: inhibitors of Klebsiella pneumoniae PriA binding to SSB C-terminal tail. AlphaScreen SSBct-PriA binding, biotinylated peptide. inhibition, % at 33 µM. actives 0.6% (n = 430,000); in the data active = inhibition mostly above about 37%, no sharp cut-off; inactive = mostly below about 20%;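 also: plate controls were negative control peptide for no effect and reference peptide for full effect; strong numbers were not always called active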
BoNT-A LC inh2: BoNT A light chain protease inhibition | inhibition, % at 10 µM | AID 588499 | multiplex microsphere protease substrate cleavage, flow cytometry | actives 0.17% (n = 360,000); also: plate controls were buffer without enzyme for full effect and enzyme alone for no effect
VHR inh abs: blocks human VHR1 dual specificity phosphatase. AID 1654. inhibition, % at 13.3 µM. actives 0.52% (n = 290,000). recombinant VHR phosphatase, pNPP absorbance; in the data active = inhibition above about 50%; also: some compounds called inactive have numbers as strong as hits
Target sequence (P51452 whole entry, looked up): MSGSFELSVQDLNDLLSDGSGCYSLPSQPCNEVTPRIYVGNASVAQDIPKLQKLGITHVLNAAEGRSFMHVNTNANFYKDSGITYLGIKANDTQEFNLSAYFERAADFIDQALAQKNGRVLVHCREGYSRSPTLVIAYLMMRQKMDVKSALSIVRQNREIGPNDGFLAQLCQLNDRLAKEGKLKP
PfHsp40 rescue: restores yeast growth despite PfHsp40 toxicity; S. cerevisiae expressing PfHsp40, growth rescue, ATP luminescence; growth rescue, % at 12.5 µM; actives 0.68% (n = 340,000); AID 504582; in the data active = growth rescue above about 28%, passing the limit was not always enough; inconclusive = no clear call, values can overlap the other calls;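 also: yeast W303a lacking pdr1 and pdr3 grown in galactose medium; growth measured after three days at 30 °C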
* hit, by the source's call; i = inactive; ? = inconclusive; . = not tested or not shown; & = joins results of further samples. Rule as the data show it, unless noted: active = inhibition above about 30%; inconclusive = no clear call, values can overlap the other calls; inactive = below that. Not all compounds are listed; rates above refer to the full screens.

1) Cc1ccc(S(=O)(=O)N2CCN(S(=O)(=O)c3c(C)n[nH]c3C)CC2)cc1C
2) Cc1ccc(-c2nc(COC(=O)C3=NN(c4ccccc4)C(=O)CC3)cs2)cc1
3) O=C1C(Cc2ccc3[nH]ccc3c2)NC(=S)N1c1ccccc1 (configuration not stated)
4) O=C(Nc1ccc2ncccc2c1)c1cccc(Br)c1
5) C/C(=N\Nc1ccc(Cl)c(C(=O)O)c1)c1cccc([N+](=O)[O-])c1
6) O=C(Nc1ccccc1)OCC1CCCN2CCCCC12 (configuration not stated)
7) Cc1ccccc1C(=O)NN1C(=O)CSC1=S
8) COC(=O)Nc1ccc(S(=O)(=O)N2CCCc3ccccc32)cc1

Assay by compound	1	2	3	4	5	6	7	8
Y pestis TopoI	-3	0	-2	3	-6	-4	0	15
BH1578 lux ind	-2.1	-5.5	-0.7	-1.5	-3.7	8.5	1.4	i
TcdB GH inh	0.9	-1.6	0.4	-1.2	-0.4	.	-4.3	.
CCHFV vOTU inh	-2	13	2	-7	20	11	8	-4
SARS 3CLpro inh	.	.	-1	0	-1	4	0	1
Anthrax LF prot	-4	-4	-13	1	-2	0	-8	-1
SSB-PriA inh	1	2	-4	-6	.	-11	7	-12
BoNT-A LC inh2	0.5	0.7	?	0.7	-1.2	0.5	-0.3	-1.4
VHR inh abs	.	.	17	-24	1	25	4	-7
PfHsp40 rescue	5.2	1.2	-0.7	5.8	-1.5	0.1	-1.3	1.6

9) COc1ccc2oc(=O)c(C(=O)C[n+]3cccc(C)c3)cc2c1
10) Cc1nnc(SCC(=O)Nc2ccccc2F)n1Cc1ccco1
11) Cc1scc(-c2n[nH]c(=S)n2C(C)c2ccccc2)c1C (configuration not stated)
12) COc1ccc(-c2nnn(CC(=O)N(CC(=O)NC3CCCC3)c3ccccc3)n2)cc1OC
13) CCOC(=O)C1(c2csc(N)n2)COC(=O)C1 (configuration not stated)
14) Cc1nc2c(c(C)nn2-c2ccccc2)c(C)c1CCC(=O)NCCCOC(C)C
15) CC(C)OCCCNC(=O)c1ccc(N(C)S(C)(=O)=O)cc1
16) CCOc1ccccc1OCCCC(=O)Nc1cccc(-n2cnnn2)c1C

Assay by compound	9	10	11	12	13	14	15	16
Y pestis TopoI	1	2	6	4	-8	18	-6	4
BH1578 lux ind	i	-0.2	-0.4	i	i	i	i	i
TcdB GH inh	0.2	0.6	3.1	1.0	.	2.1	.	1.4
CCHFV vOTU inh	-2	-4	-3	-11	-6	-6	-8	0
SARS 3CLpro inh	0	0	-1	0	1	1	2	.
Anthrax LF prot	-6	0	-1	2	-3	-12	10	-4
SSB-PriA inh	3	-1	19	-14	-10	0	0	-10
BoNT-A LC inh2	0.2	-0.2	-0.5	-0.6	-1.0	2.5	0.4	2.7
VHR inh abs	7	-8	-8	14	-10	2	-9	.
PfHsp40 rescue	0.6	-0.1	0.0	-0.1	-2.1	0.2	0.0	0.3

Taken from above:
entry 15 in SARS 3CLpro inh → 2
entry 1 in BH1578 lux ind → -2.1

The listing continues:
17) CNC(=S)NCCc1ccc(OC)c(OC)c1
18) Cc1nc2ccc(C(=O)O)cc2c2c1CC(C)S2 (configuration not stated)
19) CC(C)OC(=O)c1ccc(NCc2cc(O)ccc2O)cc1
20) O=C(CC1=NCCNC(c2ccccc2)C1)c1ccccc1O (configuration not stated)
21) CCc1sc(C(=O)N2CCN(CC(=O)Nc3cccc(F)c3)CC2)cc1C
22) Cn1c(-c2ccc3c(c2)OCO3)cnc1N
23) CCN(CC(=O)NCc1ccc(F)cc1)CC(=O)NC1CCCC1
24) COc1cccc(C2=NCCc3cc4c(cc32)OCO4)c1OC

Assay by compound	17	18	19	20	21	22	23	24
Y pestis TopoI	-5	4	-9	5	11	11	-7	2
BH1578 lux ind	-0.1	-0.4	i	i	-0.4	-1.0	-0.2	-0.4
TcdB GH inh	0.4	.	-41	-1.6	1.7	.	0.0	.
CCHFV vOTU inh	-7	-39	-2	10	5	4	2	-2
SARS 3CLpro inh	5	-3	.	2	.	7	-2	0
Anthrax LF prot	2	-1	-3	-3	-4	-4	3	-4
SSB-PriA inh	6	-11	26	-8	-7	15	-9	-17
BoNT-A LC inh2	-0.8	-0.3	-0.6	-0.5	-0.3	1.7	1.4	0.4
VHR inh abs	-1	0	.	17	.	17	-25	30
PfHsp40 rescue	-1.1	0.8	0.3	-0.2	0.4	0.0	0.2	-1.5

New compounds follow:
Results follow in this order: Y pestis TopoI | BH1578 lux ind | TcdB GH inh | CCHFV vOTU inh | SARS 3CLpro inh | Anthrax LF prot | SSB-PriA inh | BoNT-A LC inh2 | VHR inh abs | PfHsp40 rescue
25. Cn1c(C(=O)NCCCN2CCCC2=O)cc2c(=O)n(C)c3ccccc3c21
  18 | -0.4 | 2.2 | -2 | -5 | -7 | 3 | -0.1 | 4 | -1.0
26. COc1cccc(N2CCN(C(=O)c3cc(C)oc3C)CC2)c1
  -7 | 0.5 | -1.2 | -9 | . | -1 | -7 | 0.2 | . | -2.6
27. Cc1ccc(-c2ccc3c(c2)O[C@H](CN(C)C(=O)Nc2ccc(C(F)(F)F)cc2)[C@H](C)CN([C@H](C)CO)S3(=O)=O)cc1
  . | . | 0.6&0.9 | 16 | . | -8 | . | -0.1 | . | .
28. COc1ccc(CNC(=O)COc2ccc(C)nc2[N+](=O)[O-])cc1
  4 | -1.4 | 1.5 | 4 | 0 | -8 | -7 | -0.3 | 30 | -1.0
29. COC(=O)CC1C(=O)NCCN1C(=S)NC(=O)c1sc2ccccc2c1Cl (configuration not stated)
  -10 | -0.1 | -0.3 | -6 | 4 | -15 | -15 | -0.9 | 28 | 0.6
30. Cc1nn(C)c(C)c1CNC(=O)c1cc2n(n1)C(C(F)(F)F)CC(c1cccs1)N2 (configuration not stated)
  2 | i | 0.2 | -7 | 4 | 0 | 4 | 0.1 | 2 | -1.7
31. O=C1Nc2ccc(S(=O)(=O)NCc3ccccn3)c3cccc1c23
  -2 | i | 1.4 | -153 | 2 | 1 | -11 | -0.1 | 23 | -1.9
32. Cc1cc2nc(C3CCN(C(=S)NCCCOC(C)C)CC3)[nH]c2cc1C
  10 | -0.3 | 1.3 | -9 | -3 | -1 | -3 | -0.4 | 22 | -0.5
33. O=C(c1ccco1)N1N=C(c2ccc(Br)cc2)CC1(O)C(F)(F)F (configuration not stated)
  7 | i | 0.7 | -5 | -2 | 3 | -10 | -0.2 | 2 | -0.2
34. O=C(CCCC(=O)N(CC(=O)NC1CCCC1)Cc1ccc2c(c1)OCO2)Nc1ccccn1
  11 | 1.0 | . | 19 | 4 | -2 | 1 | 0.1 | 32 | 0.1

More compounds follow:
Results follow in this order: Y pestis TopoI | BH1578 lux ind | TcdB GH inh | CCHFV vOTU inh | SARS 3CLpro inh | Anthrax LF prot | SSB-PriA inh | BoNT-A LC inh2 | VHR inh abs | PfHsp40 rescue
35. Cc1ccccc1Nc1nc(N)nc(CSc2nnc(-c3ccccc3)n2C)n1
  7 | i | . | 0 | -2 | 4 | -8 | 0.9 | -2 | 0.4
36. CCOC(=O)C1CCN(C(=O)Nc2ccc3nccnc3c2)CC1
  -4 | i | . | -42 | -1 | 4 | 2 | -0.5 | 8 | -0.7
37. C[C@@H]1CN([C@H](C)CO)C(=O)Cc2cc(NS(=O)(=O)c3cn(C)cn3)ccc2O[C@H]1CN(C)S(=O)(=O)c1ccc(Cl)cc1
  2 | i | 0.9 | 9 | . | -3 | -1 | -0.5 | . | 0.7
38. COc1cccc(C2CC(c3ccc(C)cc3)n3ncnc3N2)c1 (configuration not stated)
  7 | i | 0.9 | -1 | -7 | -3 | -11 | -0.1 | -15 | -0.8
39. COC(=O)C1=C(c2cccc(OC)c2OC)C[C@@H]2CC[C@H]1N2C(=O)NCC1CC1
  3 | -9.1 | 0.3 | -1 | . | 8 | -21 | -0.5 | . | -1.5
40. [O-][n+]1c2c(nn1-c1ccccc1Cl)-c1nonc1CC2
  -10 | i | -2.6 | -13 | 0 | 1 | 0 | -0.2 | 2 | -0.7
41. Cc1cnc(C(=O)OC(C(=O)Nc2cc(C(F)(F)F)ccc2Cl)c2ccccc2)cn1 (configuration not stated)
  17 | i | 0.7 | 13 | 5 | 0 | 5 | -0.3 | -2 | 3.8
42. Cc1cc(C)cc(C(=O)NCCn2cc(SCC(=O)N3CCOCC3)c3ccccc32)c1
  27 | -1.6 | -6.9 | 6 | -3 | 1 | -1 | 0.2 | -2 | 0.6
43. O=C(O)c1cc(S(=O)(=O)N2CCN(C(=O)c3ccco3)CC2)c(Cl)cc1Cl
  -2 | i | 0.0 | 0 | 1 | -11 | -6 | 4.3 | 1 | 0.0
44. CNc1nc(OCC(F)(F)F)nc(OCC(F)(F)F)n1
  0 | -0.4 | 2.2 | -2 | . | 4 | 2 | -0.3 | . | -0.7

Next part.
Results follow in this order: Y pestis TopoI | BH1578 lux ind | TcdB GH inh | CCHFV vOTU inh | SARS 3CLpro inh | Anthrax LF prot | SSB-PriA inh | BoNT-A LC inh2 | VHR inh abs | PfHsp40 rescue
45. O=C(CSc1ccccc1)N1CCCC(Nc2ccccc2)C1 (configuration not stated)
  10 | -0.4 | 0.3 | 4 | -5 | 1 | -3 | 0.6 | 18 | -0.7
46. CC1(C)CNC(=O)CC(C)(C)N1
  0 | i | 0.8 | 8 | 1 | 0 | -6 | -0.7 | 23 | -2.0
47. COc1ccccc1/C=C\C=N\n1c(-c2ccc(Cl)cc2)n[nH]c1=S
  -5 | -0.1 | -0.1 | -10 | -1 | 0 | . | -0.4 | 24 | -2.1
48. CC(C)COc1ccc(C(=O)OCC(=O)NCc2cccs2)cc1
  13 | -2.3 | 0.6 | 3 | . | 0 | -20 | -0.2 | . | -0.2
49. CC(C)NS(=O)(=O)c1ccc2c(c1)NCC2
  -3 | -0.2 | -0.1 | -12 | 8 | 0 | -10 | 0.0 | -10 | 0.3
50. O=C(N/N=C/c1ccc(OCc2ccc(F)cc2)cc1)c1ccccc1
  1 | i | 1.0 | -12 | 2 | -3 | . | -0.4 | 16 | 0.7
51. CC(C)NC(=O)CSc1ccccc1C(=O)N1CCN(S(=O)(=O)Cc2ccccc2)CC1
  6 | i | -5.5 | 4 | . | . | -2 | . | . | 1.0
52. CCOC(=O)[C@]12CCCC=C1N(Cc1cccc3ccccc13)C(=O)[C@H](CC(=O)NCC13CC4CC(CC(C4)C1)C3)C2
  . | . | -0.1 | 9 | . | 8 | . | 0.0 | . | .
53. COc1ccc(N2CCN(C(=O)c3cc(C)on3)CC2)cc1
  -2 | i | 1.6 | -13 | -4 | . | 13 | . | -7 | -0.7
54. CCC(C)c1ccccc1OCCn1ccnc1 (configuration not stated)
  1 | -0.5 | . | -6 | -3 | 1 | 9 | 0.4 | 1 | -0.6

Entries listed so far that contain a nitro group on carbon, in the order listed:
Results follow in this order: Y pestis TopoI | BH1578 lux ind | TcdB GH inh | CCHFV vOTU inh | SARS 3CLpro inh | Anthrax LF prot | SSB-PriA inh | BoNT-A LC inh2 | VHR inh abs | PfHsp40 rescue
5. C/C(=N\Nc1ccc(Cl)c(C(=O)O)c1)c1cccc([N+](=O)[O-])c1
  -6 | -3.7 | -0.4 | 20 | -1 | -2 | . | -1.2 | 1 | -1.5
28. COc1ccc(CNC(=O)COc2ccc(C)nc2[N+](=O)[O-])cc1
  4 | -1.4 | 1.5 | 4 | 0 | -8 | -7 | -0.3 | 30 | -1.0

2 records picked at random from the list so far, as already listed:
Results follow in this order: Y pestis TopoI | BH1578 lux ind | TcdB GH inh | CCHFV vOTU inh | SARS 3CLpro inh | Anthrax LF prot | SSB-PriA inh | BoNT-A LC inh2 | VHR inh abs | PfHsp40 rescue
49. CC(C)NS(=O)(=O)c1ccc2c(c1)NCC2
  -3 | -0.2 | -0.1 | -12 | 8 | 0 | -10 | 0.0 | -10 | 0.3
52. CCOC(=O)[C@]12CCCC=C1N(Cc1cccc3ccccc13)C(=O)[C@H](CC(=O)NCC13CC4CC(CC(C4)C1)C3)C2
  . | . | -0.1 | 9 | . | 8 | . | 0.0 | . | .

High-throughput results from PubChem.
